Screening results (PubChem)
hERG WT inh – inhibitors of human wildtype KCNH2 potassium channel. Q12809. U2OS, BacMam KCNH2, thallium flux FluxOr; active compounds read low. activity change, % at 1.84 µM. 0.37% of 340,000 active. AID 720551;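 active = maximum activity change below -70%; inconclusive = maximum activity change between -70% and -50%; inactive = maximum activity change above -50%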; also: % is scaled to controls: 0 for no effect and ±100 for the full control effect
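U2OS cells were transduced with wild-type KCNH2 virus (2.03 x 10^8 / mL) for 4 h at room temperature, then cultured overnight at 37 C. Thallium flux was read with FluxOr dye. Rate constants were normalized to DMSO controls.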
Menin MLL FP TR – inhibitors of human menin-MLL interaction, mutant MLL peptide. O00255. Menin + Texas Red MLL mutant peptide, fluorescence polarization. Potency, µM (highest dose often 61.6 µM), for the others: at the top dose FP activity change, negative = inhibition, actives largely listed as inhibitors. 0.23% of 270,000 active; active = well fitted inhibition curve with a large enough effect in the polarisation, with a control signal flat, not every such curve was filed as active; inconclusive = small, poorly fitted or top-dose-only effect, or effect the other way, or a change in a side signal; inactive = no such curve, though single readings can be large or run the other way; the % refers to the polarisation; also: potency is read from the fitted curve at half-maximal effect; % of control where 0% means no effect; many of its hits are not listed in these tables
Target sequence (O00255 whole entry, looked up): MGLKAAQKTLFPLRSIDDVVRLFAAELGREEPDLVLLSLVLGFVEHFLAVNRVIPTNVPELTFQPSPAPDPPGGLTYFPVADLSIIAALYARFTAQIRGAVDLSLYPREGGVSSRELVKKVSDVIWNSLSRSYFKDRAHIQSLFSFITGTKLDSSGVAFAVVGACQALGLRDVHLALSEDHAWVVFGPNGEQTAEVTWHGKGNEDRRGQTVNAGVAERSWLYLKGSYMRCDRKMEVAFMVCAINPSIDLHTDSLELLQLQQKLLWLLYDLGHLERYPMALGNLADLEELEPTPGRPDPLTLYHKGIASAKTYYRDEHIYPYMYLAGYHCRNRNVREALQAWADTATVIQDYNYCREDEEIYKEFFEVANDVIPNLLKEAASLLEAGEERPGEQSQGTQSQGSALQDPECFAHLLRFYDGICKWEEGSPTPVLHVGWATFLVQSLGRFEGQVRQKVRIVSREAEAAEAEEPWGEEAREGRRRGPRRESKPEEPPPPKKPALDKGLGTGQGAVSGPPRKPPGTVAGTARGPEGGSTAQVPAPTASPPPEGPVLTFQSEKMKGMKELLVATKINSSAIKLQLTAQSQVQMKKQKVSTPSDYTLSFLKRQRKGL
Giardia kill – Giardia lamblia killing; Giardia lamblia trophozoite viability; activity change, % at 7.66 µM, hits read low; 0.15% of 340,000 active; AID 540267; in the data active = activity change below about -80%; inconclusive = between about -30% and that limit;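 also: parasites exposed to compound for two days anaerobically before the ATP read; % is scaled to controls: 0 for no effect and ±100 for the full control effect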
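Giardia trophozoites, 100 cells per well, were exposed to compounds for 48 hrs at 37 deg C under anaerobic conditions; viability was then read as ATP content by bioluminescence after 15-30 min at room temperature.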
PKM2 activator – PKM2 (human) enzyme activation; purified PKM2, Kinase-Glo ATP luminescence, activation; response scale: 0% is enzyme alone, no compound; 0.34% of 260,000 active; Potency, µM (series often up to 57.5 µM), for inactives: at the top dose activation, usual class: activators; P14618; also: potency is read from the fitted curve at half-maximal effect; % is scaled to controls: 0 for no effect and ±100 for the full control effect; nearly all actives have a fitted effect of over 55% in size
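Purified hPK-M2 (>95% pure) converted ADP (0.1 mM final) to ATP with 0.5 mM PEP in 50 mM imidazole pH7.2, KCl, MgCl2, Tween 20, BSA; 1 h at room temperature. ATP detected by Kinase-Glo luminescence.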
Coupling enz – inhibits coupling enzyme system, counter-screen for aldolase hits. 0.67% of 290,000 active. coupling enzyme system counterscreen, AmpLite Red fluorescence. AID 2472. activity change, negative = inhibition, % at 58.2 µM, hits read low; in the data active = activity change below about -30%; also: % is scaled to controls: 0 for no effect and ±100 for the full control effect
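Counterscreen of the coupled detection system alone, without aldolase: glyceraldehyde-3-phosphate coupling enzymes plus AmpLite Red readout. Compounds at 57.5 uM final, 10 min RT preincubation, 20 min RT reaction, fluorescence 525/598 nm.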
TRPV1 ag – agonists of human vanilloid receptor 1 (TRPV1); Q8NER1; AID 540275; 0.19% of 320,000 active; TRPV1-expressing cells, Fluo-8 calcium influx, agonist mode; activation, % at 8.33 µM; in the data active = activation above about 80%; inconclusive = between about 30% and that limit; also: 0% is about no effect
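TRPV1-expressing cells were cultured overnight at 35.5C and loaded with Fluo-8 calcium dye for 40 to 90 min at room temperature. After a 10 s baseline, compound was added and calcium influx was read kinetically for 3 min (ex 480/em 520 nm).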
GALK inh – galactokinase (human) inhibition; P51570; Purified GALK, Kinase-Glo residual ATP luminescence; Potency, µM (titrated, usually from 57.5 µM), without a hit: at the highest dose activity change, negative = inhibition, most hits filed as inhibitors; 0.007% of 270,000 active; AID 1868; also: potency is read from the fitted curve at half-maximal effect; % is scaled to controls: 0 for no effect and ±100 for the full control effect
Target sequence (P51570 whole entry, looked up): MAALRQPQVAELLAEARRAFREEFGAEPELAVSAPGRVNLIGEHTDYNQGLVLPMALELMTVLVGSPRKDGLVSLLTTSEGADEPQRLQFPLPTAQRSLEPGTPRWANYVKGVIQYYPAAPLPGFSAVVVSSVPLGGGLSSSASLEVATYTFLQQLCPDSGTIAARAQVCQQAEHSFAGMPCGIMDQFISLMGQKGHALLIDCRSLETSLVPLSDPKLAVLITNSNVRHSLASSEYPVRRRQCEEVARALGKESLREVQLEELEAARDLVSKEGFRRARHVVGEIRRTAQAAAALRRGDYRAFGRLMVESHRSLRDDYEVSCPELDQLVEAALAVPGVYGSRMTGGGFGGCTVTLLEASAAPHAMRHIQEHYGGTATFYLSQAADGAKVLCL
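Quantitative HTS: GALK 5 nM, ATP 35 uM, galactose 100 uM, 1 h room temperature, then luciferase-based ATP detection.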
MLL CXXC-DNA inh – MLL CXXC-DNA interaction inhibition; Potency, µM (top dose mostly 115 µM), without a hit: at the top dose activity change, negative = inhibition, usual class: inhibitors; Q03164; MLL-CXXC / FITC-HOXA9 DNA fluorescence polarization; 0.037% of 290,000 active; active = well fitted inhibition curve with a large enough effect in the polarisation, with a control signal flat, not every such curve was filed as active; inconclusive = small, poorly fitted or top-dose-only effect, or effect the other way, or a change in a side signal; inactive = no such curve, though single readings can be large or run the other way; the % refers to the polarisation; also: potency is read from the fitted curve at half-maximal effect
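Fluorescence polarization: 7 uM MLL-CXXC (stock) preincubated 5 min with compounds, then 50 nM fluorescein-HOX-A9 DNA (stock) added; 30 min ambient. Buffer 50 mM Tris-HCl pH 7.5, 50 mM NaCl, 1 mM DTT, 0.05% BSA.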
B2AR arrestin – beta2AR (human) beta-arrestin recruitment activity | beta-arrestin recruitment to beta2AR, cell-based reporter | Potency, µM (titrated, usually from 46.1 µM), for inactives: top-dose activation, most hits filed as activators | 0.02% of 330,000 active;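 also: potency is read from the fitted curve at half-maximal effect; 0% = DMSO controls and full agonism = EC100 isoproterenol or metaproterenol; nearly all actives have a fitted effect of over 65% in size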
KCNH2 3.1 block – KCNH2 3.1 (human) potassium channel inhibition; U2OS KCNH2 3.1, thallium flux FluxOr; active compounds read low; activity change, % (tested at about 1.8 µM); AID 720553; 0.95% of 340,000 active;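 active = maximum activity change below -70%; inconclusive = maximum activity change from -70% to -50%; inactive = maximum activity change above -50%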;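 also: thallium influx rate constant from kinetic fluorescence after stimulation buffer; % is scaled to controls: 0 for no effect and ±100 for the full control effect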
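Channel expression came from 3.1 mutant virus (1.77 x 10^8 /mL) applied to suspended U2OS cells for 4 h. Flux was tracked with FluxOr dye plus Red40 quencher, and kinetic rate constants normalized to controls.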
USP2a inh – inhibitors of human ubiquitin-specific protease USP2a | USP2 core, Ub-CHOP2 coupled fluorogenic reporter, 485/531 | O75604 | Potency, µM (series often up to 38.3 µM), without a hit: at the highest dose activity change, negative = inhibition, most hits filed as inhibitors | 0.01% of 330,000 active | AID 463254;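 also: potency is read from the fitted curve at half-maximal effect; plate controls were DMSO wells for no effect and full inhibition by NEM control for full effect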
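Deubiquitinase activity read as fluorescence (485/531 nm) after Ub-CHOP2 cleavage activates the enterokinase reporter on its substrate; USP2 core 10nM, Ub-CHOP2 and substrate 25nM each, 30min compound preincubation then 60min RT; data normalized to NEM, curves fitted.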
* hit, by the source's call; i = inactive; ? = inconclusive; . = not tested or not shown; & = joins results of further samples; [ ] = another dose, or the depositor's remark. Unless noted, calls follow the shape of the dose curve; as a rule, active = well fitted curve in the direction sought with a large enough effect; inconclusive = small, poorly fitted or top-dose-only effect, or another doubt; inactive = no such curve, though single readings can be large; an effect the other way counts as inactive or inconclusive. This is a subset; count on the stated rates, not on these rows.

canonical_smiles,hERG WT inh,Menin MLL FP TR,Giardia kill,PKM2 activator,Coupling enz,TRPV1 ag,GALK inh,MLL CXXC-DNA inh,B2AR arrestin,KCNH2 3.1 block,USP2a inh
COc1ccc(NC(=O)NC23CC4CC(CC(C4)C2)C3)cc1OC,-9.8,-1.6%,-15.8,-0.9%,-1.6,?,-1.1%,-3.9%,0.3%,8.4,-1.1%
NC(=O)c1ccc(F)cc1,4.3,0.9%,-3.8,7.2%,0.3,5.4,3.4%,-1.6%,-0.5%,0.2,1.7%
O=S(=O)(/N=C(\[O-])C[n+]1ccccc1)c1ccc(Cl)cc1,-7.9,.,-2.7,-0.7%,0.2,-2.1,-0.3%,-10.9%,-0.2%,10.1,3.2%
CC(C)[C@H](NC(=O)Nc1ccc2c(c1)OCCO2)C(=O)O,-7.2,-25.5%,6.5,-10.6%,-2.1,9.0,2.4%,1.9%,0.0%,2.2,-0.9%
CN(C[C@H](Cc1ccccc1)N(C[C@@H](Cc1cccc2ccccc12)N(CCc1ccccc1)N=O)N=O)N=O,5.2,11.8%,?,-2.5%,-5.0,-0.7,-1.7%,-10.3%,-0.2%,16.4,-0.3%
CCN(C(=O)CCS(=O)(=O)c1cc2c(cc1Cl)NC(=O)CO2)c1ccccc1,-0.2,3.3%,18.1,1.3%,2.3,?,.,.,0.0%,3.0,1.3%
COc1ccc(-c2cnn3c4c(c(C)nc23)CCN4C2CCCC2)cc1OC,2.3,-2.9%,-10.1,1.0%,0.3,-0.4,-0.5%,?,-0.3%,-1.4,0.3%
O=c1[nH]c2ccccc2n1CCC1CCCCC1,-9.9,.,-13.2,-3.5%,-0.2,?,4.9%,-17.2%,-0.9%,-2.0,-22.3%
COC(=O)c1ccc(C(=O)OC)c(NC(=O)CN2CCC(C)CC2)c1,-22.3,-12.6%,-0.5,.,2.2,?,1.8%,3.4%,0.0%,-2.4,-5.2%
CSc1ccc(/C=N/NC(=O)COc2ccc(Br)cc2Cl)cc1,-10.8,-4.7%,-11.8,-23.1%,-1.4,-3.8,0.0%,10.5%,-0.1%,.,4.0%
COC(=O)C(Cc1ccc(O)cc1)NC(=O)c1ccc2c(c1)OCCO2 (stereo not given),-3.0,-11.4%,?,-13.2%,0.4,3.7,1.2%,4.8%,0.2%,-0.4,1.0%
CCN(CC)C(=O)c1sc(NC(=O)Cc2cccs2)c(C#N)c1C,-8.4,-1.7%,3.2,-1.8%,-0.2,6.9,7.3%,1.2%,-0.2%,18.1,1.4%
COc1ccc(-n2nnc3c(=O)n(Cc4cc(C)ccc4C)cnc32)cc1,3.3,?,24.0,4.9%,0.1,-2.8,0.4%,-4.3%,0.3%,2.9,3.6%
Cc1ccc(C(=O)NCC(=O)OCC(=O)c2ccc3c(c2)NC(=O)CO3)cc1,20.7,-1.4%,-9.7,-3.4%,-1.3,-0.6,0.6%,-1.5%,0.0%,-30.4,2.0%
O=C1NC2(CCCCCC2)C(=O)N1Cc1ccc(F)cc1Cl,-2.9,7.2%,2.4,-2.2%,1.5,5.9,7.0%,5.6%,-0.2%,-126.8*,-1.0%
O=C(O)/C=C/C(=O)N(Cc1ccccc1)Cc1ccco1,-2.7,19.2%,-3.8,4.5%,2.0,6.8,0.6%,6.6%,-1.0%,-7.3,5.6%
C=CCOC(=O)C1=C(C)NC(SC)=C(C#N)C1c1ccc(OCC)cc1 (stereo not given),10.2&3.7,?,5.2&10.3,4.3%,-0.6,14.9,3.6%,3.9%,-0.4%,-47.3&-4.3,-9.0%
CC(NC1CCCCC1)C(=O)NN=C(c1ccccc1)c1ccccc1 (stereo not given),6.3,?,16.4,-9.6%,-2.7,11.7,-0.2%,-9.5%,-1.1%,-13.9,0.5%
CC(C)N(Cc1ccccc1)C(=O)COC(=O)C1CCN(S(=O)(=O)c2ccc3c(c2)OCCO3)CC1,-0.6,.,-6.8,.,.,16.4,.,.,-0.1%,8.5,0.3%
Cc1ccccc1CN1C(=O)c2ccccc2S1(=O)=O,-4.1,12.1%,-18.1,.,0.4,16.3,1.3%,-1.0%,0.0%,-6.5,0.9%
CC1CCCCN1C(=O)C1CCCN(S(=O)(=O)c2cccc3nsnc23)C1 (stereo not given),-2.2,.,7.0,.,.,9.9,-8.0%,34.4%[activator],0.0%,0.0,3.1%
N#CC1(NC(=O)CSc2nnc(C3CC3)n2C2CC2)CCCCC1,-0.2,.,-6.4,.,.,-2.1,.,.,-0.4%,-4.5,-0.8%
CCN(CC)S(=O)(=O)c1cccc(NC(=O)COC(=O)c2n[nH]c(=O)c3ccccc23)c1,16.5,4.1%,3.3,-1.1%,-1.1,0.7,15.4%,-2.2%,0.0%,-11.5,-1.4%
FC(F)(F)c1cc(-c2cccs2)nc(-n2cc(Br)cn2)n1,-0.8,-14.1%,-16.1,-4.8%,0.0,29.4,-3.5%,-0.9%,-0.1%,-3.5,4.9%
O=[N+]([O-])c1cccc(/C=N/n2c(COc3ccccc3)n[nH]c2=S)c1,2.4,?,-8.8,-3.2%,-14.7,25.9,-1.3%,-19.2%,-0.8%,-7.3,-2.2%
CC(=O)Nc1ccc(C2=CC(=O)C[C@H](c3ccc(Cl)cc3)C2)cc1,-1.1,.,-20.4,.,.,8.9,.,.,0.2%,-9.9,-2.4%
Cc1cc2nc(SCC(=O)N(C)C)c3c(c2cc1C)CCCC3,-24.7,-26.1%,-16.1,-0.9%,2.7,26.7,2.8%,-5.0%,-0.9%,11.1,-7.2%
COc1cc(OC)c2cc(C(=O)N/N=C/c3ccccc3O)[nH]c2c1,-6.6,?,10.6,.,0.4,9.0,-0.1%,0.1%,0.3%,1.9,1.1%
CC1(C)Cc2c(sc3nnn(CC(=O)Nc4ccccc4)c(=O)c23)CO1,2.0,.,1.3,-1.0%,1.0,2.3,.,-1.8%,-0.7%,3.0,-4.9%
CSc1nc2nccc(-c3ccc(Oc4ccccc4)cc3)n2n1,8.2,-10.4%,13.5,-1.0%,5.4,8.7,-2.2%,16.7%,0.4%,-17.8,-0.6%
COc1ccccc1NC(C)C(=O)Nc1ccc(C(C)=O)cc1 (stereo not given),-30.5,7.7%,1.1,-8.8%,-6.9,9.2,-2.5%,-6.6%,-0.1%,3.8,3.6%
Cc1ccc(NS(=O)(=O)c2cccs2)c(C)c1,-1.5,16.7%,-1.0,-0.4%,-8.6,-1.9,14.3%,0.7%,3.0%,-3.9,0.5%
COc1cc(/C=N/Nc2nc3ccccc3[nH]2)cc(OC)c1O,-7.4,8.2%,0.2,-7.7%,0.6,-1.6,0.6%,9.1%,-0.2%,-5.9,0.2%
COc1ccc2[nH]c(=O)c(CN(CCCN3CCOCC3)C(=O)NCc3ccccc3)cc2c1,-3.1,-10.9%,8.1,-4.6%,0.7,-3.3,1.4%,-5.2%,-0.1%,4.1,0.1%
Cc1sc2nc(-c3cccs3)oc(=O)c2c1C,2.8,?,-18.1,.,-0.4,0.7,3.4%,-11.9%,-1.0%,5.4,-2.5%
COc1cc(Cl)c(C)cc1NC(=O)COC(=O)CCc1nc2ccccc2c(=O)[nH]1,0.0,.,1.2,.,.,-6.9,.,.,0.0%,-6.4,0.3%
Cc1c(C(=O)N(C)C)c2cc(Cl)ccc2n1O,i,3.9%,24.8,10.8%,0.4,-3.7,3.0%,5.7%,-0.1%,-3.1,1.0%
O=C(NCCc1nc2ccccc2[nH]1)/C(=C/c1ccc2c(c1)OCO2)NC(=O)c1ccc(Cl)cc1Cl,-164.6*,15.8%,-4.2,-13.1%,-0.1,5.5,0.2%,22.5%,3.1%,-107.3*,-10.9%
C=CCn1c(SCC(=O)N(CC)C2CCS(=O)(=O)C2)nc2ccccc2c1=O (stereo not given),7.0,.,11.9,-0.2%,-0.5,-1.7,6.8%,-16.2%,-0.4%,7.9,0.0%
CCC(=O)Nc1ccc2c(c1)ncn2-c1ccccc1C,-2.3,?,1.5,-8.8%,-2.3,1.4,1.3%,13.0%,0.5%,-6.6,-1.8%
Fc1ccc(-c2csc(Nc3ccccn3)n2)c(F)c1,2.1,51.3%[activator],-13.2,-2.0%,-1.5,23.6,1.7%,-5.2%,-0.3%,-5.4,0.4%
CCOc1ccc(NC(=O)CN(C)C(=O)Cc2sc(C)nc2-c2ccc(F)cc2)cc1OCC,-12.0,.,10.7,.,.,0.9,.,.,-0.2%,9.1,-1.2%
COc1cccc(OC)c1C(=O)NCC12CC3CC(C1)CC(CNC(=O)c1c(OC)cccc1OC)(C3)C2,-6.3,-3.7%,6.3,0.1%,-3.4,4.0,1.0%,2.2%,2.1%,1.6,3.5%
